# Assay outcomes (PubChem BioAssay)
# ALDH1A1 block: inhibitors of human aldehyde dehydrogenase 1A1 | P00352 | hit rate 7.3% among 220,000 | Purified ALDH1A1, NADH fluorescence, propionaldehyde substrate | Potency, µM (top dose mostly 75.3 µM), inactives show top-dose activity, negative = inhibition, most hits filed as inhibitors; active = well fitted inhibition curve with a large enough effect, not every such curve was filed as active; inconclusive = small, poorly fitted or top-dose-only effect, or another doubt; inactive = no such curve, though single readings can be large or run the other way;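 note: plate controls were no enzyme wells and a reference inhibitor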
# aGal spleen mod: inhibits or activates alpha-galactosidase in human spleen homogenate. hit rate 0.008% among 240,000. Potency, µM (doses to about 80 µM), for inactives: at the highest dose activity change, negative = inhibition, hits mostly inhibitors. human spleen homogenate, 4MU-alpha-Gal fluorescence, 40 min;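 note: 0% = enzyme with vehicle and -100% = no enzyme basal signal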
#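 qHTS titration in buffer at pH 5.0. Alpha-galactosidase activity in spleen homogenate was measured via 4-methylumbelliferone release from 1 mM fluorogenic substrate after 40 min at 37C and a pH 10 stop. AC50 came from Hill fits of control-normalized data.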
# L3MBTL1 block: inhibitors of human L3MBTL1. hit rate 0.66% among 230,000. Potency, µM (doses to about 57.1 µM), inactives show at the top dose activity, negative = inhibition, hits mostly inhibitors. Q9Y468. AlphaScreen L3MBTL1–H3K9me1 peptide binding; note: nearly all actives have a fitted effect of over 60% in size
# Target sequence (Q9Y468 whole entry, looked up): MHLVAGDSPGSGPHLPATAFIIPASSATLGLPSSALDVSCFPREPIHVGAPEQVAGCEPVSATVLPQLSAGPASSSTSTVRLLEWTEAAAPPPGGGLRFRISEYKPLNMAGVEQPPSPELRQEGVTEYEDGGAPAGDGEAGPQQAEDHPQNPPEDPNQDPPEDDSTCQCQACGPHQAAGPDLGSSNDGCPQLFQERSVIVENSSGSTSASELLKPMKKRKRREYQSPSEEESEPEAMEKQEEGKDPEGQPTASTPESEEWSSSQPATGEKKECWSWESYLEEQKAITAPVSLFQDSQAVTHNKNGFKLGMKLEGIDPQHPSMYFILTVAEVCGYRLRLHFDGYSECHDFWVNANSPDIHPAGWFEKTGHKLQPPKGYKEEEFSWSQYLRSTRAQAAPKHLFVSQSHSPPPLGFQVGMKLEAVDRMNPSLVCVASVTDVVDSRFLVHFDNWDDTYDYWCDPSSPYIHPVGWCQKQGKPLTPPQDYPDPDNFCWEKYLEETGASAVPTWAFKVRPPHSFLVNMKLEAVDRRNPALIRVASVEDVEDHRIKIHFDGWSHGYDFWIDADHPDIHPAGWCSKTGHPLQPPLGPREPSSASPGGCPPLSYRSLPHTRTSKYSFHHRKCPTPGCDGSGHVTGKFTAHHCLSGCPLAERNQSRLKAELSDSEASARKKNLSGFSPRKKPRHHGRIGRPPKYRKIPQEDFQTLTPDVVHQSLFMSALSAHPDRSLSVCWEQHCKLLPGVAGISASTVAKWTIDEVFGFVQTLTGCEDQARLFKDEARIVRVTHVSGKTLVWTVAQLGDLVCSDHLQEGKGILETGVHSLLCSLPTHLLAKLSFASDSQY
#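 L3MBTL1 50 nM + b-AHA-H3(1-15)K9me1 75 nM, 30 min RT; compound added, 30 min RT; streptavidin donor/Ni-chelate acceptor beads 10 ug/mL each final, 30 min RT dark; AlphaScreen read.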
# Tau FP inhib: blocks human tau fibril formation measured by polarization; P10636; K18 P301L tau heparin fibrillization, Alexa594 FP, 6 h; Potency, µM (titrated, usually from 57.7 µM), without a hit: at the top dose activity, negative = inhibition, hits mostly inhibitors; hit rate 0.39% among 280,000; AID 1468; note: nearly all actives have a fitted effect of over 55% in size
# Target sequence (P10636 561-689 P618L limits assumed): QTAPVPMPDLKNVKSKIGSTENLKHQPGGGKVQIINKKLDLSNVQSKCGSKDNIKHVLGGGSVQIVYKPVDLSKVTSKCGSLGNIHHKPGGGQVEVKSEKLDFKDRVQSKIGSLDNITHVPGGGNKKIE
#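 Compound effects on tau fibrillization are measured by Alexa 594 fluorescence polarization (ex 555, em 632 nm). K18 P301L tau is used at 15 uM with 0.24 uM labeled tracer, and 20 uM heparin induces aggregation over 6 hr at 37 C.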
# Tau fibril ThT: blocks human tau fibril formation measured by thioflavin T | recombinant tau K18 P301L, heparin-induced fibrillization, ThT fluorescence | Potency, µM (highest dose often 57.4 µM), for the others: at the highest dose activity, negative = inhibition, usual class: inhibitors | hit rate 2.1% among 270,000; note: nearly all actives have a fitted effect of over 55% in size
#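 Heparin-induced (20 uM) aggregation of recombinant human K18 P301L tau, 15 uM unlabeled with 0.24 uM labeled, pH 7 acetate buffer, 6 hr at 37 C with compound. Fibrils quantified by 30 uM ThT fluorescence after 1 hr ambient incubation.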
# TR SRC2 fluor cs: counter-screen for TRb-SRC2 inhibitors: fluorescence interference; TRb/SRC2 Texas Red total fluorescence interference; Potency, µM (highest dose often 106 µM), inactives show at the highest dose fluorescence change, negative = quenching; hit rate 0.29% among 280,000; AID 1479; active = well fitted curve in either direction with a large enough effect; inconclusive = small, poorly fitted or top-dose-only effect
#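 Flags fluorescent or light-absorbing compounds by total fluorescence, S + 2P, at 555 nm excitation and 632 nm emission. Mixture: 20 nM Texas Red SRC2 peptide, 0.6 uM human TRb LBD, 1 uM T3, 5% DMSO; compound exposure 5 h at ambient temperature.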
# TRb-SRC2 inh: TRbeta-SRC2 interaction inhibition; TRbeta-SRC2 peptide binding, fluorescence polarization; receptor liganded with 1 µM T3; hit rate 0.065% among 280,000; P10828; AID 1469; Potency, µM (doses to about 106 µM), for inactives: at the highest dose activity change, negative = inhibition, actives largely listed as inhibitors;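 note: plate controls were bound peptide for no effect and peptide without receptor for full effect; nearly all actives have a fitted effect of over 50% in size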
#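 TRb LBD 0.6 uM + Texas Red SRC2 peptide 20 nM, 1 uM T3, Tris buffer w/ 5% DMSO; compound pinned, 5 h RT; FP read ex 555/em 632; normalized to unbound and bound controls.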
# Tau fluor counter: counter-screen for tau fibril formation inhibitors | hit rate 0.93% among 280,000 | tau K18 P301L Alexa594 fluorescence, heparin fibrillization | Potency, µM (series often up to 57.7 µM), inactives show at the highest dose activity change, negative = decrease; note: nearly all actives have a fitted effect of over 55% in size
#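 Human tau K18 P301L (15 uM unlabeled, 0.24 uM Alexa 594-labeled) in 100 mM sodium acetate pH 7 with 20 uM heparin, 6 hr at 37 C. ThT 30 uM added, 1 hr ambient; Alexa 594 FP and total fluorescence read at 555/632 nm.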
# * hit, by the source's call; ? = inconclusive; / = not tested or not shown; [ ] = dose if it differs, or a comment. Unless noted, calls come from the whole dose curve; as a rule, active = well fitted curve in the direction sought with a large enough effect; inconclusive = small, poorly fitted or top-dose-only effect, or another doubt; inactive = no such curve, though single readings can be large; an effect the other way counts as inactive or inconclusive. Unless noted, % is set by controls: 0 for no effect and ±100 for the full control effect; potency is the fitted concentration of half-maximal effect.
molecule | ALDH1A1 block | TR SRC2 fluor cs | Tau fluor counter | TRb-SRC2 inh | L3MBTL1 block | Tau FP inhib | Tau fibril ThT | aGal spleen mod
COc1ccc(CSc2nc3ccccc3c(=O)[nH]2)cc1F | -3% | -1% | -12% | 5% | 1% | -8% | -13% | -1%
Cc1cc(C)c(C#N)c(Oc2ccc(F)cc2)n1 | -2% | 0% | -4% | 0% | 5% | -1% | -6% | 2%
CCOC(=O)C1=C(c2ccccc2)Nc2ncnn2C1c1ccc(C(=O)O)cc1 (stereo not given) | 6% | -2% | -11% | -3% | 5% | -3% | -8% | 3%
Cc1ccsc1/C=N/NC(=O)CN1CCN(Cc2ccccc2)CC1 | -13% | -6% | -12% | 1% | 0% | 5% | -17% | 6%
COc1ccc(NC(=O)c2nnn(Cc3cccc(F)c3)c2N)c(OC)c1 | ? | 2% | -20% | -15% | / | 4% | -4% | 7%
CC(C)CN1CCN(Cc2cccc3nccnc23)CC1CCO (stereo not given) | 3% | -4% | -5% | -1% | 6% | 3% | -9% | -9%
CCN1C(=O)C2(C(C(=O)c3cc4ccccc4o3)=C(O)C(=O)N2CCCN2CCOCC2)c2ccccc21 (stereo not given) | / | 2% | -10% | -11% | -2% | -7% | -20% | -8%
Cc1cc([N+](=O)[O-])nn1CC(=O)NNC(=S)Nc1ccc(Cl)cc1 | ? | 0% | -13% | 7% | -3% | -5% | -13% | 4%
Cc1onc(-c2c(F)cccc2Cl)c1C(=O)NC(=S)NC1CCS(=O)(=O)C1 (stereo not given) | 10% | 2% | 7% | 8% | 6% | -2% | 7% | 5%
O=P(O)(O)OC1[C@H](O)[C@H](OP(=O)(O)O)C(OP(=O)(O)O)[C@H](OP(=O)(O)O)[C@H]1O (stereo not given in full) | 15%[2.48 µM] | -5%[2.82 µM] | 3%[2.34 µM] | -3%[2.82 µM] | / | 6%[2.34 µM] | -5%[2.31 µM] | -19%[3.15 µM]
Cc1ccc(N2C(=O)N(CC(=O)Nc3cc(C)cc(C)c3)C(=O)C2C)cc1 (stereo not given) | ? | -2% | ? | 6% | / | -3% | ? | 7%
C[C@@]12CC(=O)NC1N(C(=O)c1cccc(C(F)(F)F)c1)C(c1ccccc1OC(=O)c1cccc(C(F)(F)F)c1)C2 (stereo not given in full) | 3% | -1% | -12% | 1% | / | 3% | ? | -4%
Cc1ccc(NC(=O)Cn2c(=O)n(CCCCCC(=O)NCc3ccc(F)cc3)c(=O)c3sccc32)c(C)c1 | / | -17% | 0% | 3% | / | -4% | 13% | /
Cc1cc(NCC(c2ccccc2)c2ccccc2)n2ncnc2n1 | ? | -2% | -14% | -1% | 0% | -3% | -11% | 13%
Nc1nc(SCc2nc3scc(-c4cccs4)c3c(=O)[nH]2)n[nH]1 | -6% | 1% | -8% | -15% | 4% | 1% | -17% | 6%
C1CCCCCC2(CCCCC1)OCC(CN1CCOCC1)O2 (stereo not given) | -2% | -2% | -2% | -6% | 4% | 13% | -9% | 4%
Cc1ccc(S(=O)(=O)NCc2ccncc2)c(C)c1C | 32µM* | -10% | 15%[2.34 µM] | -8% | 34%[activator] | 4% | 9% | -13%
COc1cccc(/C=N/NC(=O)c2cc(-c3cccn3C)n[nH]2)c1 | 6% | -4% | ? | -12% | -26% | 3% | ? | -6%
O=C(NC(NC(=S)Nc1cc(Cl)ccc1Cl)C(Cl)(Cl)Cl)c1ccco1 (stereo not given) | 8.9µM* | 1% | ? | 2% | -4% | -14% | 6% | -3%
O=C(c1ccco1)N(Cc1ccco1)c1ccc(O)cc1 | 4% | -3% | -8% | -11% | -4% | 1% | -7% | 1%
Cc1ccc(-n2c(-c3cccs3)nc3nc4ccccc4nc32)cc1 | ? | 4% | 0% | -2% | 11% | -11% | -2% | -11%
Cc1ccc(-n2ncc3c(NCCCn4ccnc4)ncnc32)cc1C | / | -2% | -1% | 4% | / | 3% | 3% | /
Cc1ccc(C(=O)CN2CCC(NC(=O)C3CCCCC3)CC2)cc1 | 14µM* | -4% | -9% | 4% | / | -11% | -20% | -1%
O=C(c1ccccc1F)N1CCN(c2ccc([N+](=O)[O-])c3ncccc23)CC1 | ? | -1% | 5% | -2% | 9% | 3% | ? | -6%
CCOc1ccccc1NC(=O)Cn1c(=O)n(Cc2cccs2)c(=O)c2cccnc21 | / | ? | -21% | -4% | / | -16% | -16% | /
Cc1nnc(SCC(=O)Nc2cc(S(=O)(=O)N3CCCC3)ccc2Cl)s1 | / | -2% | -20% | 0% | / | -1% | -12% | 3%
CC(C)OC(=O)Cn1cc(C#N)c2ccccc21 | 10% | 0%[53 µM] | -9% | 10%[53 µM] | 4% | -5% | -2% | 3%
Cc1cc(=O)[nH]c(N/N=C/c2cc(C)n(-c3ccccc3)c2C)n1 | / | -2% | -24% | -1% | ? | 6% | ? | -2%
CCOc1ccc2c(c1)C(=NNC(=O)c1ccncc1)c1cc(OCC)ccc1-2 | 8% | -6% | -17% | -15% | 8% | 4% | ? | -1%
COc1cccc(/C=C2\SC(=S)N(N3C(=O)CCCC3=O)C2=O)c1 | ? | -3% | ? | 3% | -10% | -12% | ? | 7%
CCn1cc(S(=O)(=O)c2cccc(C)c2)c(=O)c2cc(F)c(N3CCCC(C)C3)cc21 (stereo not given) | / | -8% | 1% | 1% | / | 3% | 5% | /
COc1ccc(CNC(=O)CCS(=O)(=O)c2cc3c4c(c2)CCN4C(=O)CC3)cc1OC | / | -1% | -2% | -13% | / | 2% | -2% | /
COc1cccc(Cn2c(C)c(CNCc3cccc(C)c3)c(C(=O)O)c2C)c1 | / | 0% | 3% | -1% | / | 11% | -2% | /
COc1ccccc1-c1cc(-c2cc(Cl)ccc2O)n[nH]1 | ? | -2% | -12% | -4% | -3% | -10% | -12% | 4%
COc1ccc(-n2nc3c(c2NC(=O)C(=O)N2CCN(C)CC2)CSC3)cc1 | / | 0% | -5% | -6% | / | -10% | -7% | /
COc1cccc(CNC(=O)CCC(=O)N2CC(C)Sc3ccccc32)c1 (stereo not given) | / | -2% | -8% | 3% | / | -4% | -4% | /
CCOC(=O)c1cc2c(=O)n3ccccc3nc2n(CC2CCCO2)c1=NC(=O)c1ccccc1Br (stereo not given) | / | -1% | -17% | 7% | / | 3% | -12% | /
CCCn1nnc2c(=O)oc3ccccc3c21 | 10% | -6% | -2% | 3% | -12% | 3% | -4% | 1%
CC1CCN(c2c(NCc3ccc(C(=O)N4CCN(C5CCCCC5)CC4)cc3)c(=O)c2=O)CC1 | 2% | -1% | -6% | -2% | -2% | 4% | -6% | 4%
COc1ccc(N2CC(C(=O)Nc3ccc4c(c3)OCO4)CC2=O)cc1 (stereo not given) | -3% | -1% | -13% | 2% | -10% | -3% | -7% | 5%
CN(CCc1ccccn1)C(=O)CCNC(=O)Cn1cnc2ccccc2c1=O | 11% | -1% | 9% | -20% | 8% | -3% | 11% | 7%
[O-]/C(=C(\C(=S)Nc1cccc2ccccc12)[n+]1cccc(CO)c1)c1ccc(Cl)s1 | 13µM* | -2% | ? | -27% | / | ? | 14µM* | 8%
CCCCn1c(NS(=O)(=O)c2ccccc2)c(S(=O)(=O)c2ccc(C)cc2)c2nc3ccccc3nc21 | ? | -3% | -8% | 1% | 14% | -4% | ? | 18%
O=C(NCCc1ccccc1)c1c2c(nc3ccccc13)C(=O)N(C1CCCCC1)C2 | / | -2% | 6% | -9% | / | 6% | -4% | /

# Rewritten with values under each structure: entries from further up
# Below each SMILES – ALDH1A1 block | TR SRC2 fluor cs | Tau fluor counter | TRb-SRC2 inh | L3MBTL1 block | Tau FP inhib | Tau fibril ThT | aGal spleen mod
> COc1ccc(NC(=O)c2nnn(Cc3cccc(F)c3)c2N)c(OC)c1
 : ? | 2% | -20% | -15% | / | 4% | -4% | 7%
> CC(C)CN1CCN(Cc2cccc3nccnc23)CC1CCO (stereo not given)
 : 3% | -4% | -5% | -1% | 6% | 3% | -9% | -9%
> CCN1C(=O)C2(C(C(=O)c3cc4ccccc4o3)=C(O)C(=O)N2CCCN2CCOCC2)c2ccccc21 (stereo not given)
 : / | 2% | -10% | -11% | -2% | -7% | -20% | -8%
> Cc1cc([N+](=O)[O-])nn1CC(=O)NNC(=S)Nc1ccc(Cl)cc1
 : ? | 0% | -13% | 7% | -3% | -5% | -13% | 4%
> Cc1onc(-c2c(F)cccc2Cl)c1C(=O)NC(=S)NC1CCS(=O)(=O)C1 (stereo not given)
 : 10% | 2% | 7% | 8% | 6% | -2% | 7% | 5%
> O=P(O)(O)OC1[C@H](O)[C@H](OP(=O)(O)O)C(OP(=O)(O)O)[C@H](OP(=O)(O)O)[C@H]1O (stereo not given in full)
 : 15%[2.48 µM] | -5%[2.82 µM] | 3%[2.34 µM] | -3%[2.82 µM] | / | 6%[2.34 µM] | -5%[2.31 µM] | -19%[3.15 µM]
> Cc1ccc(N2C(=O)N(CC(=O)Nc3cc(C)cc(C)c3)C(=O)C2C)cc1 (stereo not given)
 : ? | -2% | ? | 6% | / | -3% | ? | 7%
> C[C@@]12CC(=O)NC1N(C(=O)c1cccc(C(F)(F)F)c1)C(c1ccccc1OC(=O)c1cccc(C(F)(F)F)c1)C2 (stereo not given in full)
 : 3% | -1% | -12% | 1% | / | 3% | ? | -4%
> Cc1ccc(NC(=O)Cn2c(=O)n(CCCCCC(=O)NCc3ccc(F)cc3)c(=O)c3sccc32)c(C)c1
 : / | -17% | 0% | 3% | / | -4% | 13% | /
> Cc1cc(NCC(c2ccccc2)c2ccccc2)n2ncnc2n1
 : ? | -2% | -14% | -1% | 0% | -3% | -11% | 13%
> Nc1nc(SCc2nc3scc(-c4cccs4)c3c(=O)[nH]2)n[nH]1
 : -6% | 1% | -8% | -15% | 4% | 1% | -17% | 6%
> C1CCCCCC2(CCCCC1)OCC(CN1CCOCC1)O2 (stereo not given)
 : -2% | -2% | -2% | -6% | 4% | 13% | -9% | 4%
> Cc1ccc(S(=O)(=O)NCc2ccncc2)c(C)c1C
 : 32µM* | -10% | 15%[2.34 µM] | -8% | 34%[activator] | 4% | 9% | -13%
> COc1cccc(/C=N/NC(=O)c2cc(-c3cccn3C)n[nH]2)c1
 : 6% | -4% | ? | -12% | -26% | 3% | ? | -6%
